CTSL1 counter = cathepsin L1 inhibition, PFM18AAP counter-screen; recombinant F. hepatica cathepsin L1, Z-Leu-Arg-MCA fluorescence; inhibition, % at 5.96 µM; hit rate 0.49% among 300,000; AID 1906;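 active = inhibition above the mean of all tested compounds plus 3 SD, set per screening campaign, cut at about 17% in these data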;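 note: 0% = plate median of test compound wells and 100% = 1 µM Z-Phe-Ala-diazomethylketone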
core dimer inh = blocks dimerization of HCV core protein. TR-FRET GST/Flag-core106 dimerization, 1536-well. inhibition, % at 5 µM. hit rate 0.33% among 300,000. AID 1899;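 active = inhibition above the mean of all tested compounds plus 3 SD, set per screening campaign, cut at about 45% in these data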
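System: GST-tagged and Flag-tagged HCV core protein residues 1-106 / Input: core106 proteins, GST 13.5 nM and Flag 17 nM / Buffer or medium: KF-containing HEPES buffer, pH 7.45, DTT, CHAPS, BSA / Probe or stimulus: Eu-anti-GST and XL665-anti-Flag labelled anti-tag antibodies / Schedule: 4 h, 22.5 °C incubation / Technique: TR-FRET 671 and 617 nm emission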
PP1 inh = counter-screen for PP5 inhibitors: inhibitors of human PP1-alpha. P62136. purified PP1alpha, OMFP fluorescence. inhibition, % at 6.7 µM. hit rate 0.9% among 320,000. AID 2235;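 active = inhibition above the mean inhibition of all tested compounds plus 3 SD, computed separately for each screening campaign, cut at about 15% in these data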
Target sequence (P62136 whole entry, looked up): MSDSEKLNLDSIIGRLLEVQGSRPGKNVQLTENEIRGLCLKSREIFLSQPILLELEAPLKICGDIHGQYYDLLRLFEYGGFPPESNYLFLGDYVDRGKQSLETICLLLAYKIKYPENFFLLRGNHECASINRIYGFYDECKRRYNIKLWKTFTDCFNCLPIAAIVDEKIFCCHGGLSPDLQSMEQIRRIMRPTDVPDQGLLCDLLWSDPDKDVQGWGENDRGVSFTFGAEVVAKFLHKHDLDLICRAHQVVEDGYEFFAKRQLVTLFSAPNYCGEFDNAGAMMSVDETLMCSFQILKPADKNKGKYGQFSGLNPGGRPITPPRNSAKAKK
proCasp7 act = activates human procaspase-7, counter-screen for procaspase-3 activators; P55210; recombinant procaspase-7, Ac-DEVD-pNA absorbance 405 nm; D23A/D198A/D206A triple mutant, cannot self-cleave; scale: DMSO 0, 5 µM enzyme 100; activation, % at 8.5 µM; hit rate 0.093% among 330,000; AID 463210;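 active = percent activation above the screen-wide mean plus 3 SD, cut at about 25% in these data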
Target sequence (P55210 whole entry D23A/D198A/D206A): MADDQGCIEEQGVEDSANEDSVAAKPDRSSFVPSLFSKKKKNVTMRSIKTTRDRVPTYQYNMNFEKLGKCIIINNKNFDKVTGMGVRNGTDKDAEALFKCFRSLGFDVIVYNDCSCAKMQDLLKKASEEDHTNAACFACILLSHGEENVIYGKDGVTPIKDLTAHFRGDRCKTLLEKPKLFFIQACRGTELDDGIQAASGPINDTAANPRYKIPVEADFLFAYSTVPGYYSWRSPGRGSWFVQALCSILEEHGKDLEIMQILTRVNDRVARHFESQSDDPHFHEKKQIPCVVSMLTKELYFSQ
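Material: Procaspase-7 triple mutant (PC-7 D3A) | Quantity: 2 µM procaspase-7 mutant as dispensed | Reagent: DEVD-pNA substrate | Times: 1 h preincubation, 2 h reaction | Technique: 405 nm absorbance of p-nitroaniline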
proCasp3 act = activators of human procaspase-3; recombinant procaspase-3 D3A, Ac-DEVD-pNA absorbance 405 nm; activation, % at 8.5 µM; hit rate 0.11% among 330,000;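 active = activation above the mean of all tested compounds plus 3 SD, cut at about 21% in these data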;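 note: 0% = DMSO alone and 100% = DMSO wells spiked with extra 5 µM PC-3 D3A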
Target sequence (P42574 whole entry D9A/D28A/D175A): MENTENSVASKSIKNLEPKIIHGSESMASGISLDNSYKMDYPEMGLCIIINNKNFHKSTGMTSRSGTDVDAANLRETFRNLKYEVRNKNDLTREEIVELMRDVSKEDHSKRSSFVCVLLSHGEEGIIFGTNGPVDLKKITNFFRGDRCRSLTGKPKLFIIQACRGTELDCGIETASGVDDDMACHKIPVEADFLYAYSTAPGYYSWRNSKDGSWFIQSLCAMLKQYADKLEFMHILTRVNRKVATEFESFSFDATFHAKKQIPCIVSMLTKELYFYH
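Assay system: Autoprocessing-dead procaspase-3 D3A mutant enzyme; also added: Ac-DEVD-pNA; doses: one concentration, 8.5 µM nominal, 0.8% DMSO; times: 1 h compound preincubation, 2 h substrate hydrolysis at 25 °C; technique: 405 nm absorbance of p-nitroaniline, reads at 0 and 120 min; measure: % activation between DMSO and enzyme-spiked controls; repeats: single replicate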
VLA-4 inh = inhibition in a human VLA-4 binding assay; P13612; VLA-4 expressing cells, ligand binding flow cytometry; inhibition, % (about 7 µM as worked out from the volumes in the protocol); hit rate 0.2% among 330,000; AID 2557; in the data active = inhibition above about 50%
GASC-1 inh = inhibitors of human GASC-1 (JMJD2C) demethylase. Q9H3R0. GST-JMJD2C(1-420) H3K9me3 demethylation, DELFIA europium. inhibition, % at 2.35 µM. hit rate 0.069% among 330,000. AID 2099;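 active = more than half of a compound's replicate wells show inhibition beyond 50%, single wells judged on their own value; inconclusive = some, but no more than half, of replicates pass 50% inhibition; inactive = no replicate passes 50% inhibition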;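 note: signal counts dimethyl H3K9 product captured on neutravidin plate; 0% = median of DMSO wells and 100% = 0.3 times that DMSO median; strong numbers were not always called active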
PP5 primary = blocks human protein phosphatase 5 activity; P53041; purified PP5c, OMFP substrate fluorescence; inhibition, % at 6.7 µM; hit rate 0.18% among 320,000; AID 1987;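 active = inhibition above the campaign's mean inhibition across all tested compounds plus 3 SD, cut at about 9.5% in these data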;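 note: 0% = DMSO only and 100% = 100 µM cantharidin control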
GRK2 inh = human GRK2 inhibition via aptamer displacement. bead flow cytometry, FAM-aptamer displacement from GRK2. inhibition of aptamer binding, % at 10 µM. hit rate 0.59% among 330,000;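 active = inhibition of aptamer binding above 40%, roughly 3 SD of noise, on plates passing a quality check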;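 note: median bead fluorescence of bound FAM aptamer so fluorescent compounds give negative values; no value below 0 was filed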
* hit, by the source's call; ? = inconclusive; · = not tested or not shown; & = joins results of further samples.

Each structure is followed by: GASC-1 inh | VLA-4 inh | PP5 primary | GRK2 inh | core dimer inh | proCasp7 act | CTSL1 counter | PP1 inh | proCasp3 act
- Cc1ccc(N2Cc3ccccc3OC(C)C2=O)cc1 (stereo not given)
    -9 | 28 | 2.6 | 1 | 1 | 3 | 2 | 8 | 9
- COc1ccc(/C=C2/NC(=O)N(CC(=O)Nc3cccc(C)c3)C2=O)cc1O
    10 | -5 | 1.0 | 1 | -13 | -12 | 3 | 0 | 5
- C[C@H](NCCc1ccc(O)cc1)[C@H](O)c1ccc(O)cc1
    · | 52* | -0.4 | 0 | 6 | 0 | 1 | -1 | 0
- O=C(NCc1ccncc1)c1cccc(S(=O)(=O)N2CCc3ccccc32)c1
    -2 | 25 | 0.7 | 0 | · | -12 | · | -1 | 3
- COc1cc(OC)nc(NC(=O)CSc2nc3ccccc3[nH]2)n1
    20 | 3 | -1.6 | 3 | 0 | -7 | 2 | -3 | 7
- O=c1[nH]nc(N/N=C/c2ccccc2OC(F)F)c(=O)[nH]1
    8 | 6 | 0.9 | 3 | -2 | -1 | -3 | -2 | 0
- CC(c1ccc(F)cc1)n1c(Cn2ncc3ccccc3c2=O)n[nH]c1=S (stereo not given)
    6 | -2 | -2.4 | 3 | 4 | 1 | -2 | -5 | -3
- Cc1sc2nc(CN3CCCCC3)nc(Nc3ccc4c(c3)OCCO4)c2c1C
    2 | 8 | -0.9 | 3 | 1 | 4 | 0 | 2 | 0
- Cc1ccc(NC(=O)c2nc[nH]c2C(=O)N2CCN(C(=O)OC(C)(C)C)CC2)cc1
    9 | 18 | 3.5 | 2 | · | 0 | · | -2 | 6
- Cc1oc2cc(O)ccc2c(=O)c1Oc1ccc(F)cc1
    153 | -5 | 0.8 | 0 | -11 | -2 | -9 | 1 | 7
- COc1ccccc1CNCC(=O)Nc1ccc(N(C)C)cc1
    4 | 7 | 3.7 | 4 | -13 | -8 | -1 | 0 | -5
- CCc1c(C(=O)NCc2cnn(C)c2)csc1C
    -5 | 6 | 0.2 | 4 | -3 | 6 | -2 | 1 | -4
- O=C(c1cccc(S(=O)(=O)N2CCc3ccccc32)c1)N1CCN(c2ccccn2)CC1
    0 | 27 | -0.1 | 2 | 5 | 7 | -1 | -3 | 6
- Cc1ccc2c(=O)cc(C(=O)NC3CCS(=O)(=O)C3)oc2c1 (stereo not given)
    1 | 0 | -1.1 | 0 | 7 | -1 | -2 | -2 | 6
- CCCCS(=O)(=O)Nc1ccc(N2CCOCC2)c(S(=O)(=O)N2CCOCC2)c1
    -27 | 12 | 1.5 | 5 | 7 | -3 | 2 | -3 | 6

In the list so far, these have a carbonyl joined to an NH by a bond outside any ring:
Each structure is followed by: GASC-1 inh | VLA-4 inh | PP5 primary | GRK2 inh | core dimer inh | proCasp7 act | CTSL1 counter | PP1 inh | proCasp3 act
- COc1ccc(/C=C2/NC(=O)N(CC(=O)Nc3cccc(C)c3)C2=O)cc1O
    10 | -5 | 1.0 | 1 | -13 | -12 | 3 | 0 | 5
- O=C(NCc1ccncc1)c1cccc(S(=O)(=O)N2CCc3ccccc32)c1
    -2 | 25 | 0.7 | 0 | · | -12 | · | -1 | 3
- COc1cc(OC)nc(NC(=O)CSc2nc3ccccc3[nH]2)n1
    20 | 3 | -1.6 | 3 | 0 | -7 | 2 | -3 | 7
- Cc1ccc(NC(=O)c2nc[nH]c2C(=O)N2CCN(C(=O)OC(C)(C)C)CC2)cc1
    9 | 18 | 3.5 | 2 | · | 0 | · | -2 | 6
- COc1ccccc1CNCC(=O)Nc1ccc(N(C)C)cc1
    4 | 7 | 3.7 | 4 | -13 | -8 | -1 | 0 | -5
- CCc1c(C(=O)NCc2cnn(C)c2)csc1C
    -5 | 6 | 0.2 | 4 | -3 | 6 | -2 | 1 | -4
- Cc1ccc2c(=O)cc(C(=O)NC3CCS(=O)(=O)C3)oc2c1 (stereo not given)
    1 | 0 | -1.1 | 0 | 7 | -1 | -2 | -2 | 6

(cont.)
Each structure is followed by: GASC-1 inh | VLA-4 inh | PP5 primary | GRK2 inh | core dimer inh | proCasp7 act | CTSL1 counter | PP1 inh | proCasp3 act
- CC1(c2ccc(Cl)cc2)NC(=O)N(CC(=O)c2ccc3c(c2)OCO3)C1=O (stereo not given)
    8 | 9 | 2.0 | 1 | 8 | 3 | 3 | -1 | 4
- Cc1cc(NS(=O)(=O)c2ccc(NC(=O)C(C)N3C(=O)c4ccccc4C3=O)cc2)nc(C)n1 (stereo not given)
    -8&-7 | -2 | 0.4 | 14 | -2 | 18 | -2 | 1 | 0
- c1ccc2c(Nc3ccc(N4CCOCC4)cc3)nc(N3CCOCC3)nc2c1
    -4 | -11 | 3.5 | 0 | -6 | 4 | 1 | 5 | 4
- O=C(C[n+]1ccccc1)c1ccc(-c2ccccc2)cc1
    -5 | 6 | -0.2 | 0 | -4 | 9 | 1 | 2 | 3
- O=C(O)CCCCCNC(=O)c1ccccc1
    -1 | 3 | 0.0 | 0 | 2 | -12 | 2 | -2 | -3
- O=C(COC(=O)/C=C/c1ccc([N+](=O)[O-])cc1)NC1CCCCC1
    -4 | 4 | 0.2 | 0 | · | 5 | · | -4 | 4
- COCCSc1nc(N)c(NC(=O)c2ccco2)c(=O)[nH]1
    -13 | 1 | 2.0 | 4 | 3 | 3 | 0 | 0 | 0
- CCN(CC)CC#CCC(OC)(c1ccccc1)c1ccccc1
    83 | 18 | 1.4 | 0 | -1 | 10 | 0 | -5 | 8
- C=CCNc1ncnc2c1[nH]c1ccccc12
    19 | 12 | -0.5 | 0 | -2 | 10 | 2 | 3 | 7
- CC(=O)Nc1nc2c(C)cc(NC(=O)C3CCCCC3)cc2s1
    -8 | 2 | -1.8 | 0 | -1 | 4 | 5 | -3 | 9
- COc1ccc(C2(CNC(C)=O)CCOCC2)cc1OC
    1 | -11 | 2.5 | 0 | -19 | -11 | -4 | 1 | 0
- Cc1cccc(N2C(=O)C(Cl)=C(Nc3c(C)n(C)n(-c4ccccc4)c3=O)C2=O)c1C
    -3 | 10 | 0.1 | 1 | 1 | -2 | -4 | 3 | -5
- CC(=O)C[C@H]1c2cc(F)ccc2S(=O)(=O)N1c1ccc(N(C)C)cc1
    -7 | 2 | 0.9 | 0 | -12 | -12 | -5 | 2 | -10
- Cc1nnnn1/C(=C\c1ccccc1)C(=O)OCC(=O)NC(C)(C)C
    34 | 9 | -1.9 | 1 | -2 | 7 | -5 | -1 | -2
- Cc1ccc(-c2cc(C(=O)Nc3sc4c(c3C(=O)NCc3ccco3)CCC4)[nH]n2)c(O)c1
    -5 | 17 | 0.7 | 4 | 26 | -6 | 3 | -5 | -1
- Cc1ccc2[nH]c(=O)c(CN(CCCN(C)C)C(=O)Nc3ccc(F)cc3)cc2c1
    2 | -22 | 0.5 | 0 | -3 | 1 | 4 | -4 | 12
- CC1(C)CC(NS(=O)(=O)c2ccc(F)cc2)CC(C)(C)N1
    -4 | 25 | -2.7 | 0 | 5 | -1 | -4 | -2 | 1
- CCOc1ccc(NC(=O)NCCCn2c(C)nc3cc(C)c(C)cc32)cc1
    ? | 0 | 1.1 | 1 | -3 | 12 | -2 | -4 | -2
- COC(=O)c1ccc(CSc2nnc(NC(C)C)s2)cc1
    1 | -6 | 1.5 | 2 | -1 | 12 | 2 | -1 | -10
- COc1ccc(Br)cc1CN(C)CC(=O)Nc1cccc(S(N)(=O)=O)c1
    3 | 5 | 0.7 | 0 | -1 | 2 | -2 | -4 | 6
- C=CCn1c(CSCc2ccc(Cl)cc2Cl)nnc1SCC(=O)Nc1ccc(C(=O)O)cc1
    -5 | 20 | 0.1 | 0 | 8 | 0 | -2 | -1 | 3
- Cc1ccc(C(=O)NCC(=O)N2CCCN(C)CC2)cc1C
    -4 | 11 | · | 0 | · | 13 | · | · | 9
- CC(NS(=O)(=O)c1ccc(NC(=O)N2CCCCC2)cc1)c1ccccc1 (stereo not given)
    0 | 3 | 1.3 | 2 | 13 | 2 | -2 | -3 | 8
- COc1ccc2nc3oc(C(=O)NCCCOC(C)C)cc3cc2c1
    4 | 3 | 0.2 | 4 | -3 | 13 | 1 | 0 | 0
- Cc1ccc(CNC(=O)c2nc3nc(C)cc(C)n3n2)cc1
    2 | 1 | -1.3 | 0 | 0 | 6 | -6 | -4 | 2
- CCn1cc(C(=O)O)c(=O)c2cc(F)c(N/N=C/c3ccccc3)cc21
    -5 | 6 | -2.0 | 3 | 21 | -38 | 1 | 16* | -4
- COc1ccc(C2CC(c3ccc(F)cc3)n3nc(NC(=O)c4ccco4)nc3N2)cc1 (stereo not given)
    19 | -1 | -1.0 | 0 | 1 | 3 | 1 | -2 | 1
- O=C(c1ccc(COc2ccc(Cl)cc2)o1)N1N=C(C(F)F)CC1(O)C(F)F (stereo not given)
    0 | 20 | 3.7 | 6 | 0 | -3 | 4 | 2 | -1
- Oc1c(N=Nc2ccc(F)cc2)ccc2ccccc12
    -5 | -85 | -2.1 | 2 | -7 | 1 | -3 | -4 | -6
- COc1cccc(-n2nc(C(=O)N3CCN(Cc4ccccc4)CC3)c3ccccc3c2=O)c1
    0 | -21 | 2.3 | 0 | 4 | 0 | 3 | -2 | 2
- COc1ccc2c(C)cc(SCC(=O)NCCN3C(=O)CSC3=O)nc2c1
    -3 | 8 | 0.5 | 0 | 3 | -1 | 1 | -3 | -4
- COc1cc(/C=N/n2cnnc2)ccc1OCCSc1ccc(C)cc1
    -3 | -3 | 4.7 | 0 | 1 | 10 | 1 | 3 | 5
- COc1ccc2nc3ccccc3nc2c1
    -8 | -27 | 4.6 | 5 | -9 | -14 | 5 | 1 | -9
- C=CCc1c(C)nc(SC)nc1Nc1ccc(C)cc1
    7 | -2 | 0.9 | 0 | -2 | 6 | 5 | 1 | 2
- CCCCn1c(N)c(N(CCOC)C(=O)c2cnc(C)cn2)c(=O)[nH]c1=O
    0 | 8 | -2.0 | 0 | 0 | 2 | -3 | -5 | 3
- COc1ccccc1C(C(=O)NC1CCCC1)N(C(=O)c1csnn1)C1CC1 (stereo not given)
    -14 | 9 | 2.1 | 0 | -10 | 1 | 1 | 0 | 8
- C/C(Cn1nnc([N+](=O)[O-])n1)=N\NC(=O)c1cccc(Cl)c1
    2 | -4 | 1.0 | 1 | 2 | 7 | 3 | -2 | 0
- Cc1c(C)n(C(=O)CSc2nncn2C)c2ccccc12
    6 | 0 | -1.1 | 0 | -9 | 14 | 2 | -1 | -2
- CC1CCCCN1CCCNC(=O)CN1C(=O)CSc2ccc(S(=O)(=O)N3CCOCC3)cc21 (stereo not given)
    0 | 20 | 1.1 | 0 | -6 | 9 | 0 | -5 | -6
- O=C(NNC1=Nc2ccccc2SC1)c1ccccc1F
    5 | -1 | 0.2 | 0 | -4 | -6 | 2 | -2 | 0
- CNC(=S)N(CCc1c(C)[nH]c2ccc(OC)cc12)Cc1ccco1
    -2 | -3 | 2.4 | 2 | -5 | -2 | -1 | -2 | -3

Assay outcomes: PubChem, several laboratories
